NR2E3 ag-1: inhibitors of NR2E3-RetCOR corepressor binding, primary screen, NR2E3 agonist project, biochemical, TR-FRET, GST-NR2E3, biotin-RetCOR; Photoreceptor-specific nuclear receptor (Homo sapiens), Q9Y5X4; 1536-well; inhibition of corepressor binding, % at 4.78 µM; 0.12% of 320,000 active; AID 2300, 2010;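 active = percent inhibition above the cutoff of mean plus 3 SD of all tested compounds, set per screening campaign, cut at about 20% in these data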;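 note: 0% = DMSO wells and 100% = biotin wells as full block of FRET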
Target sequence (Q9Y5X4 whole entry, looked up): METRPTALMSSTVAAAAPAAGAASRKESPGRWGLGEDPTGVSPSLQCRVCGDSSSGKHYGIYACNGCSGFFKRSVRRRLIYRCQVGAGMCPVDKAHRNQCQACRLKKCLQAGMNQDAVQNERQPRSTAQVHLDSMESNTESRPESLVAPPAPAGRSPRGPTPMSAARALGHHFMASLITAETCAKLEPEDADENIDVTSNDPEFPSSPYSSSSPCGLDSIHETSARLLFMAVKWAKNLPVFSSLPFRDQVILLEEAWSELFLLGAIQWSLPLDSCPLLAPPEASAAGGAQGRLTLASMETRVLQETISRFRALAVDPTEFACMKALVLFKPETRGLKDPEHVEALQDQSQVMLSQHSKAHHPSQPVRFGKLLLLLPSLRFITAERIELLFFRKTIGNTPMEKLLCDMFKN
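System: GST-tagged NR2E3 plus biotinylated RetCOR corepressor; Amount: 1.35 nM GST-tagged NR2E3 final; Dosing: single nominal compound dose of 4.8 µM; Schedule: 5 h incubation at 4 °C; Technique: TR-FRET with europium anti-GST and streptavidin-D2, 340 nm excitation; Controls: biotin wells as high control, 0.6% DMSO wells as low control.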
Shn3 3UTR inh: reduction of Shn3 3'UTR firefly luciferase signal, primary screen, Schnurri-3 inhibitor project, cell-based, Clone20 osteoblasts, set 2 | 0.52% of 360,000 active | Clone20 osteoblast Shn3 3'UTR firefly luciferase, 24 h | AID 588674, 2011 | inhibition, % at 12.5 µM;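 active = mean inhibition of at least 75% with every replicate also reaching 75%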;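 note: 0% = median of neutral control wells and 100% = pilot-screen positive control compound; some compounds past the cut are filed as inactive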
CF NFkB inh: inhibitors of PAF-induced NF-kB signaling, primary screen, cell-based, GFP fluorescence, uHTS | KKLEB NF-kB-GFP reporter, GFP fluorescence overnight | 0.86% of 360,000 active | inhibition, % at 5 µM;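 active = at least 50% inhibition at 5 µM, scaled per plate between neutral and stimulator controls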;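 note: PAF is a Pseudomonas aeruginosa culture filtrate used as stimulus; plate controls were PAF-stimulated DMSO wells for no effect and unstimulated DMSO wells for full effect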
iPSC survival up: enhancers of single-cell hiPSC survival, primary screen, ATPlite luminescence. 100% = ROCK inhibitor wells, 0% = DMSO. survival enhancement, % at 20 µM. 0.044% of 360,000 active; in the data active = survival enhancement above about 18%;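 note: cells exposed to compounds for 16 hours before the ATP read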
HIF-2a inh: HIF-2a reporter inhibitors, primary screen, luminescence, 786-0 RCC cells; 0.72% of 360,000 active; inhibition, % at 18.8 µM; 786-0 RCC cells HIF-2a reporter, luciferase luminescence, overnight;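 active = inhibition of the luminescence signal of 40% or more relative to plate controls, in a single-dose primary screen at 18.75 µM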
EBV LMP1 NFkB: EBV LMP1-driven NF-kappaB luciferase reporter inhibitors, primary screen, cell-based, luminescence, single point | LMP1-induced NF-kappaB luciferase reporter cells | inhibition, % at 12.5 µM | 0.69% of 350,000 active; in the data active = inhibition above about 41%;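 note: 0% = neutral control wells and 100% = reference inhibitor control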
KKLEB tox: cytotoxicity in KKLEB CF airway cells, primary screen, cytotoxicity control for CF NF-kB inhibitor project, cell-based, uHTS, fluorescence assay plates; 0.36% of 360,000 active; activity change (cytotoxicity), % at 5 µM; KKLEB CF airway cells viability, ATPlite luminescence, overnight; stronger effect = lower value; cells stimulated with P. aeruginosa culture filtrate;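 active = corrected activity change at or below -50% at 5 µM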
TRPM1 prom inh: inhibitors of MITF-dependent TRPM1 promoter reporter, primary screen, cell-based, SK-MEL-5, single point, luciferase; inhibition, % at 12.5 µM; AID 488899, 2010; SK-MEL-5 TRPM1 promoter luciferase, 24 h; 0.83% of 330,000 active;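 active = mean inhibition across replicates of 60% or more, whatever share of single replicates reaches that level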; note: values of inactives mirror those of a sister screen read the other way
Peg3 promoter: Peg3 promoter-driven luciferase inhibitors, primary screen, cell-based, HeLa, luciferase luminescence; inhibition, % at 20 µM; HeLa PEG-Prom luciferase reporter, overnight; 1.7% of 360,000 active;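 active = inhibition of at least 50% at 20 µM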
NR2E3 ag-2: NR2E3 agonists in two-hybrid cells, primary screen, cell-based, luminescence, CHO-S, Gal4-NCOR/VP16-NR2E3 | Photoreceptor-specific nuclear receptor (Homo sapiens), Q9Y5X4 | luciferase | inhibition of corepressor binding, % at 3.98 µM | 0.35% of 360,000 active | AID 602229, 2012;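 active = inhibition above the mean of all tested compounds plus 3 SD, cut at about 70% in these data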;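 note: 0% = DMSO with NR2E3 transfected cells and 100% = cells lacking NR2E3 construct; higher means lower luciferase signal from less NR2E3 corepressor binding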
C8 TRAIL sens: viability loss with TRAIL in NB7+C8 cells, primary screen, TRAIL sensitizer project, cell-based, ATPlite luminescence; 1% of 360,000 active; AID 624354, 2012; inhibition (viability loss, TRAIL sensitization), % at 10 µM;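 active = compounds causing at least 50% loss of cell viability in the single-dose screen, relative to plate controls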
Starred values were filed as active, the others as inactive; . = not tested or not shown. Not all compounds are listed, so the mix of outcomes need not match the whole.

Labels used below – A = NR2E3 ag-1; B = Shn3 3UTR inh; C = CF NFkB inh; D = iPSC survival up; E = HIF-2a inh; F = EBV LMP1 NFkB; G = KKLEB tox; H = TRPM1 prom inh; I = Peg3 promoter; J = NR2E3 ag-2; K = C8 TRAIL sens
Cn1/c(=N/NC(=O)c2cccc(OC(F)F)c2)sc2ccccc21
  A = -2; B = -20; C = -2; D = -1.5; E = -45; F = -1; G = -5; H = 6; I = -36; J = -21; K = 2

COc1ccccc1NC(=O)CSc1nnc2ccccn12
  A = 2; B = -7; C = 19; D = 0.0; E = -28; F = -2; G = 3; H = -4; I = -18; J = 7; K = 16

COc1ccc2[nH]c3c(c2c1)CCN1C(=O)C(CC(=O)NCCCN(C)C)C[C@H](C(=O)N2CCCCC2)[C@@]31CCc1ccccc1 (some centres not stated)
  A = .; B = 0; C = 6; D = -3.4; E = -8; F = 3; G = -4; H = -16; I = 28; J = 9; K = 7

O=C(COc1ccc(Cl)cc1Cl)NN1C(=O)/C(=C\c2ccc(Cl)cc2)SC1=S
  A = -2; B = -11; C = 18; D = 1.0; E = 15; F = 0; G = -5; H = 1; I = -24; J = -24; K = 2

COc1ccc(NC(=O)CN(C)C(=O)c2cn(-c3ccccc3)nc2-c2cccs2)cc1
  A = 2; B = 10; C = -4; D = 1.2; E = -20; F = 1; G = -1; H = 0; I = 8; J = -5; K = 0

Cc1ccc(SCc2nc(-c3ccccc3)no2)cc1
  A = 0; B = -33; C = 7; D = 4.5; E = -228; F = -16; G = -12; H = 2; I = -160; J = -1; K = -12

CCn1c(C(=O)O)c(CC(=O)N(C)c2ccc(OC)cc2OC)c2ccccc21
  A = -1; B = 0; C = 6; D = 0.4; E = 11; F = 4; G = 3; H = 0; I = 6; J = 9; K = -33

COc1ccc(OC)c(C2C(C(=O)c3cccs3)=C(O)C(=O)N2CCN(C)C)c1 (configuration not stated)
  A = 3; B = -1; C = -2; D = 3.9; E = 0; F = 0; G = 8; H = 12; I = -13; J = -5; K = -14

Cc1c(C(=O)Nc2nnc(C(F)(F)F)s2)oc2ccccc12
  A = 5; B = -27; C = 47; D = -1.0; E = -213; F = -11; G = -28; H = -66; I = -196; J = -48; K = 17

CCOC(=O)C1=C(C)N(CCCCCC(=O)O)C(=O)NC1c1ccc(Br)cc1 (configuration not stated)
  A = 0; B = -40; C = -16; D = 2.2; E = -2; F = -2; G = 10; H = -9; I = 1; J = -1; K = 20

CC1(C)CC(=O)C(CC(=O)c2ccccc2)=C(NN=C(N)N)C1
  A = .; B = -15; C = 8; D = -2.6; E = 7; F = 0; G = 0; H = .; I = 14; J = -5; K = -15

CCCCn1nc2cc(C(=O)NCc3ccccc3OC)ccc2c1OCC
  A = 0; B = -24; C = -12; D = 5.0; E = 3; F = -7; G = -3; H = -15; I = -4; J = 9; K = 0

CCn1c(=NC(=O)c2cccc(N3C(=O)CCC3=O)c2)sc2c(OC)ccc(OC)c21
  A = 5; B = 6; C = 23; D = -1.8; E = -3; F = 1; G = 2; H = -5; I = 15; J = -15; K = 1

CCOc1ccccc1N(CC(=O)Nc1cccc2ccccc12)S(C)(=O)=O
  A = -4; B = 1; C = 11; D = 0.3; E = 9; F = -1; G = -3; H = 2; I = 15; J = 5; K = -10

COc1ccccc1-c1cccc([C@@H]2C[C@H]3[C@@H](CN2)CON3C)c1
  A = .; B = 6; C = -11; D = -0.1; E = -5; F = 1; G = 8; H = 4; I = 1; J = -11; K = -9

Next compounds:
Labels used below – A = NR2E3 ag-1; B = Shn3 3UTR inh; C = CF NFkB inh; D = iPSC survival up; E = HIF-2a inh; F = EBV LMP1 NFkB; G = KKLEB tox; H = TRPM1 prom inh; I = Peg3 promoter; J = NR2E3 ag-2; K = C8 TRAIL sens
O=C(Nc1nc(-c2ccc(Cl)cc2)cs1)C1=COCCO1
  A = 2; B = -38; C = -39; D = -0.3; E = -310; F = -10; G = 21; H = -93; I = -330; J = -111; K = 6

Cc1ccc(N2C(=O)CC(n3ccnc3)C2=O)cc1C (configuration not stated)
  A = 0; B = -7; C = 0; D = -0.4; E = 11; F = -13; G = 6; H = -3; I = 2; J = 6; K = -5

CC(C)c1nn2c(=O)cc(COc3cccc(NC(=O)c4ccco4)c3)nc2s1
  A = -1; B = -4; C = 6; D = 1.1; E = 3; F = 2; G = 8; H = -3; I = 5; J = -5; K = 2

O=C(NC(=S)NCc1ccccc1)c1ccc(Br)cc1
  A = 1; B = 1; C = 3; D = -0.3; E = -72; F = .; G = -14; H = .; I = -22; J = -23; K = -10

O=C(CCC(=O)N1CCSc2ccccc21)NCc1ccccc1
  A = -1; B = -46; C = -16; D = -0.3; E = -7; F = -2; G = 21; H = 2; I = 1; J = -7; K = -6

COc1ccc(CNC(=O)C(c2ccncc2)N(C(=O)Cc2cccs2)c2cccnc2)cc1 (configuration not stated)
  A = 2; B = 2; C = -18; D = -0.4; E = 2; F = -5; G = 3; H = -2; I = 4; J = 3; K = -32

Cc1ccccc1Nc1nc(-c2cccnc2)nc2ccccc12
  A = -4; B = 11; C = 0; D = -0.6; E = 18; F = -1; G = -12; H = 7; I = 18; J = -18; K = 1

COc1ccc2nc(/N=C(\N)NC(=O)N3c4ccccc4Sc4ccccc43)nc(C)c2c1
  A = -4; B = 10; C = 0; D = 3.0; E = 1; F = 9; G = 0; H = 0; I = 25; J = -18; K = -3

CCOC(=O)c1c(C)[nH]c(C)c1C(=O)COC(=O)c1cccnc1SC
  A = -2; B = 13; C = 14; D = 7.9; E = 18; F = 4; G = 4; H = 3; I = -4; J = 2; K = -13

CCSc1nnc(NC(=O)CSc2nc3c(c(=O)n2C)SC(C)C3)s1 (configuration not stated)
  A = 3; B = 31; C = 0; D = -0.6; E = 19; F = 12; G = -11; H = 16; I = 18; J = 6; K = 0

Cc1nn(-c2ccccc2)c2c1C1(C(=O)N3c4c(cccc41)C(C)CC3(C)C)C(C#N)=C(N)O2 (configuration not stated)
  A = 3; B = -4; C = 20; D = -1.5; E = 15; F = 3; G = 10; H = 21; I = 14; J = -12; K = -10

COc1ccc(S(=O)(=O)N2CCOCC2)cc1NC(=O)CN1C(=O)NC2(CCCC2)C1=O
  A = 1; B = 10; C = -6; D = -0.5; E = 9; F = 1; G = -7; H = -2; I = -6; J = -4; K = 12

CCCS(=O)(=O)c1c(S(=O)(=O)CCC)c2cc(CC)ccn2c1C(=O)OC
  A = 2; B = 27; C = -2; D = -2.8; E = 14; F = 2; G = -13; H = 10; I = 21; J = -18; K = -2

CC(C)COc1cccc(C(=O)Nc2ccc(S(=O)(=O)N3CCOCC3)cc2)c1
  A = -1; B = 33; C = -7; D = -0.4; E = 12; F = -8; G = 2; H = 2; I = 29; J = 25; K = 0

CC(=O)c1cccc(OCc2cc(C(=O)NC3CCN(Cc4ccccc4)CC3)no2)c1
  A = 4; B = 25; C = 2; D = 0.4; E = 5; F = 19; G = -7; H = 24; I = -3; J = -11; K = 2

Other entries follow:
Labels used below – A = NR2E3 ag-1; B = Shn3 3UTR inh; C = CF NFkB inh; D = iPSC survival up; E = HIF-2a inh; F = EBV LMP1 NFkB; G = KKLEB tox; H = TRPM1 prom inh; I = Peg3 promoter; J = NR2E3 ag-2; K = C8 TRAIL sens
O=[N+]([O-])c1ccc2oc(C3CCCCC3)nc2c1
  A = 4; B = -4; C = -6; D = 0.1; E = -155; F = -12; G = 4; H = -76; I = -176; J = -5; K = 9

CN(Cc1ccc(Cl)s1)C(=O)CCl
  A = -1; B = 11; C = 32; D = -0.6; E = 5; F = 2; G = -20; H = 37; I = 37; J = -14; K = 14

COc1cccc(NC(=O)[C@H](NC(=O)[C@@H]2Cc3ccccc3CN2)c2ccccc2)c1
  A = -5; B = -25; C = -1; D = -0.3; E = -87; F = -13; G = 2; H = -22; I = -50; J = -49; K = -17

Cc1cccn2c(=O)c3cc(C(=O)NCC(C)C)sc3nc12
  A = -2; B = -18; C = -3; D = -0.6; E = -52; F = 12; G = 0; H = -7; I = -41; J = -9; K = -7

COC(=O)c1ccc(Oc2nc3c(c(=O)n(C)c(=O)n3C)n2CCC(C)C)cc1
  A = 2; B = 28; C = 10; D = 0.4; E = 14; F = 8; G = -13; H = 11; I = 25; J = -13; K = 16

Cc1ccc(C(=O)N2CCN(C34CC5CC(CC(C5)C3)C4)CC2)o1
  A = -2; B = -3; C = 15; D = -0.1; E = -1; F = -4; G = -1; H = 16; I = 1; J = -12; K = 8

Cc1cccc2c(=O)cc(C(F)(F)F)[nH]c12
  A = 6; B = 7; C = 25; D = 0.1; E = 24; F = -1; G = 1; H = -1; I = 16; J = 9; K = 1

Cc1cc(C)c(NC(=O)CSc2nnnn2-c2cccnc2)c(C)c1
  A = 1; B = -5; C = -4; D = 0.0; E = 10; F = 1; G = 7; H = -14; I = 0; J = 12; K = 0

CC1Cc2ccccc2N1C(=O)CSc1nncs1 (configuration not stated)
  A = 3; B = 2; C = 3; D = 0.3; E = -1; F = -6; G = 0; H = 7; I = -6; J = -2; K = -4

O=C(CCN1C(=O)C2C3C=CC(C3)C2C1=O)Oc1ccc2ccccc2c1 (configuration not stated)
  A = 4; B = -6; C = 2; D = 5.4; E = 8; F = -3; G = 11; H = 9; I = -25; J = -17; K = -8

CC(=O)c1ccc(N2CCN(c3ccc4cc(S(=O)(=O)N5CCC(C)CC5)ccc4n3)CC2)cc1
  A = -1; B = 61; C = 6; D = 1.5; E = 3; F = -3; G = -4; H = 28; I = -7; J = -8; K = 60*

Entries of single compounds, looked up by structure. Order of screens: NR2E3 ag-1, Shn3 3UTR inh, CF NFkB inh, iPSC survival up, HIF-2a inh, EBV LMP1 NFkB, KKLEB tox, TRPM1 prom inh, Peg3 promoter, NR2E3 ag-2, C8 TRAIL sens
Entry for CC1Cc2ccccc2N1C(=O)CSc1nncs1 (configuration not stated) → 3, 2, 3, 0.3, -1, -6, 0, 7, -6, -2, -4
Entry for COC(=O)c1ccc(Oc2nc3c(c(=O)n(C)c(=O)n3C)n2CCC(C)C)cc1 → 2, 28, 10, 0.4, 14, 8, -13, 11, 25, -13, 16

Compound activity deposited in PubChem BioAssay by several laboratories.
